Assay outcomes (PubChem)
RAD52 anneal inh = RAD52 DNA annealing inhibitors, primary screen, biochemical, FRET, single point, set 2 | recombinant RAD52 DNA annealing, FRET fluorescence | 0.46% of 360,000 active | inhibition, % at 18.7 µM;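 active = every replicate showing at least 50% inhibition; inconclusive = mean inhibition at least 50% but not in every replicate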
Cneo AK release = Cryptococcus neoformans cell lysis inducers, primary screen, AK release luminescence, single concentration | C. neoformans lysis, adenylate kinase release luminescence, 4 h; normalised: neutral wells 0, clomiphene wells 100 | lysis activity, % at 15 µM | 0.2% of 360,000 active | AID 651654, 2012;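 active = mean lysis activity across replicates of at least 80%, whatever share of replicates individually reach that level; inactive = mean lysis activity below 80%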
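Test system: log-phase Cryptococcus neoformans yeast cells; Quantity: yeast cell density of 5 × 10^6 cells/mL; Buffer or medium: YPD; Doses: single compound concentration per well; Timing: 4 h at 37 °C static, read 1 h later; Measured by: AK luminescence; Read-out basis: lysis from increased AK signal; Control set: Clomiphene as positive control.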
PglD inh = C. jejuni PglD acetyltransferase inhibitors, primary screen, biochemical, DTNB colorimetric, single point; purified PglD enzyme, DTNB colorimetric CoA detection; inhibition, % at 12.5 µM; 0.098% of 360,000 active; AID 602405, 2012; in the data active = inhibition above about 16%, passing the limit was not always enough; inconclusive = no clear call, values can overlap the other calls; note: strong numbers were not always called active
ERAP1 inh = human ERAP1 aminopeptidase inhibitors, primary screen, biochemical, single point, plate reader; Endoplasmic reticulum aminopeptidase 1 (Homo sapiens), Q9NZ08; recombinant ERAP1, Leu-AMC fluorescence, 60 min; inhibition, % at 10.7 µM; 0.15% of 340,000 active; AID 652197, 2013;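 active = mean replicate inhibition of at least 30%, or all replicates individually reaching that 30% level; inactive = mean below 30% and not every replicate reaching it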;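 note: 0% = neutral control wells and 100% = L-leucinethiol positive control wells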
E-selectin induc = E-selectin induction in HUVECs, primary screen, imaging, HUVEC, immunofluorescence imaging, single point; P16581; 0.37% of 260,000 active; activation, % at 7.58 µM; normalized: neutral wells 0, TNF-alpha wells 100;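 active = mean E-selectin-positive cell signal at least 10% of the positive control, reached in at least 60% of replicates, without over 20% cell loss; inconclusive = no rule given, readout overlaps actives, possibly toxicity-flagged; inactive = the rest, including those meeting only one limit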;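 note: in these data hits start at about 27%; measured in HUVEC primary endothelial cells; signal is the percent of cells scored E-selectin positive by PE staining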
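Assay system: HUVEC primary endothelial cells. Input: 3,000 HUVEC seeded per well. Doses: one compound dose added by pin transfer. Read-out basis: % PE-positive cells. Benchmarks: TNF-alpha high, DMSO low. Detection: immunofluorescence imaging. Buffer or medium: EGM-2, gelatin.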
RAD54 inh = inhibitors of human RAD54 branch migration, primary screen, biochemical, fluorescence, single point; RAD54 Holliday junction branch migration, FAM/BHQ fluorescence; inhibition, % at 10.4 µM; 0.14% of 360,000 active; AID 602329, 2012;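 active = mean normalized replicate activity at least 40 and at least half of replicates scoring 40 or more; inconclusive = only one of the two criteria met; inactive = mean below 40 and under half of replicates reaching 40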;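 note: 0% = median of neutral control wells and 100% = median of positive control wells; inhibitors cause a drop in the FAM fluorescence signal; in these data hits start at about 50%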
Target sequence (Q92698 whole entry, looked up): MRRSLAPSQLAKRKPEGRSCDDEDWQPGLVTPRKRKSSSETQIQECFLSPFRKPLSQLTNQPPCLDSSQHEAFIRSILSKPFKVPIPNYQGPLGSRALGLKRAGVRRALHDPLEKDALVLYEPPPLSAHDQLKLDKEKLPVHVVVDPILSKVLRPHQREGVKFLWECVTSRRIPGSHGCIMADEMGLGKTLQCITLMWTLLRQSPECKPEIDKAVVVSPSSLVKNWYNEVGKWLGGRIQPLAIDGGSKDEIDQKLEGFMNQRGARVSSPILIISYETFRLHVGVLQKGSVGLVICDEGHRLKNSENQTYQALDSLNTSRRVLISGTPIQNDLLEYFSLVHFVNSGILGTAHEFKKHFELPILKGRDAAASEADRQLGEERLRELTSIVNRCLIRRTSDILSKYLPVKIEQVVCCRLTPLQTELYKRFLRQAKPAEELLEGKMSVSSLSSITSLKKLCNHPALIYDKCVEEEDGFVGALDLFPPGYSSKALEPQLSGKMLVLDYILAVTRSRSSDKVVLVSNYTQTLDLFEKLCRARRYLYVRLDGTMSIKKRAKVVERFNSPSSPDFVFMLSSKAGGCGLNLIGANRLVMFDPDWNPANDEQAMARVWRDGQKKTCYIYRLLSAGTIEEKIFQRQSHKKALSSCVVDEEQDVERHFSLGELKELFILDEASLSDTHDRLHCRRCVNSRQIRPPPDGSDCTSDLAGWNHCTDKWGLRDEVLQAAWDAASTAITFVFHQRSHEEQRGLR
PGC1a acetyl inh = inhibitors of PGC1a acetylation signal, primary screen, cell-based, U2OS, AlphaScreen, inhibitor mode. AlphaScreen anti-acetyl-lysine; with virally co-expressed GCN5 acetyltransferase. inhibition, % at 15.6 µM. 0.17% of 350,000 active. AID 651687, 2012;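 active = every replicate shows inhibition of at least 40%; inconclusive = mean inhibition at least 40% but some replicate below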;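 note: 0% = neutral control wells and 100% = positive control wells; some results beyond the cut were filed as inactive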
miR-122 sensor = miR-122 Renilla sensor signal increase in Huh7, primary screen, miR-122 inhibitor project, cell-based, single point, plate reader; Huh7 miR-122 Renilla luciferase sensor, 48 h; neutral wells = 0, positive control = 100; AID 602342, 2012; activation (reporter increase), % at 12.5 µM; 0.3% of 340,000 active;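 active = mean replicate activation score at least 90 and every replicate individually at or above 90; inconclusive = only one of the two criteria met; inactive = neither criterion met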;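 note: higher luciferase means less miR-122 activity so hits act as miR-122 inhibitors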
Active calls of the source: *; ? = inconclusive; / = no result given; & = joins results of further samples; [ ] = another dose, or the depositor's remark.

SMILES | RAD52 anneal inh | Cneo AK release | PglD inh | ERAP1 inh | E-selectin induc | RAD54 inh | PGC1a acetyl inh | miR-122 sensor
O=C1CCCN1CC(CN1CCOCC1)Sc1nnnn1-c1ccccc1 (configuration not stated) | -11 | 0 | -5 | 4 | -0.1 | -15 | 1&-5 | 10&3
COc1cccc(NC(=O)C(=O)N/N=C(\C)CC(=O)Nc2ccc(NC(C)=O)cc2)c1 | -7 | -1 | -2 | -2 | / | 4 | 2 | 5
COc1ccc(NC(=O)N2CCC3(CC2)CN(C(=O)CN2CCOCC2)[C@H](CO)c2[nH]c4cc(OC)ccc4c23)cc1 | 2 | / | / | 1 | -0.1 | / | 3 | /
Cc1ccc(NC(=O)CSc2nnc(-c3ccccn3)n2N)c(Br)c1 | -21 | 1 | 0 | 1 | / | -9 | 0 | -1
COc1ccc(C(=O)NCCCN2CCOCC2)cc1Br | -11 | 0 | -4 | -2 | / | -1 | -7 | -2
CCC(=O)Nc1ccc2c(c1)OC[C@@H](C)N(C(=O)COC)C[C@H](C)[C@H](OC)CN(C)C2=O | -22 | 6 | -5 | 4 | 0.0 | 0 | 18 | /
C[C@@H]1CN([C@H](C)CO)C(=O)c2cc(NC(=O)Nc3ccc4c(c3)OCO4)ccc2O[C@H]1CN(C)Cc1ccc(C(F)(F)F)cc1 | 7 | -2 | 4 | 0 | 1.0 | 0 | 1 | -7[16.7 µM]
Cc1ccc(-c2c(C#N)c(N)nc3c2CCCC3)o1 | -17 | / | / | 1 | 4.2 | / | / | -6
C[C@@H]1CN([C@H](C)CO)C(=O)c2cc(NS(=O)(=O)c3ccc(Cl)cc3)ccc2O[C@@H](C)CCCCO[C@@H]1CN(C)Cc1ccc2c(c1)OCO2 | 33&21 | -16&-9 | 9&3 | 4&1 | / | -7&-5 | 5&0 | 6&1[16.7 µM]
C[C@@H]1CN([C@H](C)CO)S(=O)(=O)c2ccc(-c3cccc(F)c3)cc2O[C@H]1CN(C)CC1CC1 | -1 | 1 | 0 | -4 | -2.0 | 5 | -20 | -14[16.7 µM]
CO[C@H]1CN(C)C(=O)c2cc(NC(=O)Cc3ccccc3)ccc2OC[C@H](C)N(CC2CC2)C[C@H]1C | -5 | 0 | 0 | 0 | -0.2 | 7 | 9 | /
CSc1ccc(/C=N\NC(=O)COc2ccc(Cl)cc2Br)cc1 | / | 2 | 5 | / | / | -7 | -18 | 3
CC(=O)NCCC(=O)N1CCCC(N2CCN(c3cccc(Cl)c3)CC2)C1 (configuration not stated) | -5 | 1 | 2 | 2 | / | -6 | 0 | -2
Nc1nnnn1/N=C/c1ccc(Cl)cc1 | -7 | -2 | -2 | 4 | / | 3 | 3 | 0
Cc1cc(C)nc(Nc2ccccc2F)n1 | -15 | 2 | -1 | 3 | / | -3 | / | /
C[C@@H]1CN([C@@H](C)CO)C(=O)c2cc(-c3ccncc3)cnc2O[C@H]1CN(C)C(=O)CN1CCOCC1 | 2 | -7 | -3 | -1 | 0.3 | -5 | -9 | 0[16.7 µM]
C[C@@H]1CN([C@H](C)CO)C(=O)c2cc(-c3ccc(F)cc3)cnc2O[C@@H]1CN(C)C(=O)Cc1ccccn1 | 1 | -1 | -1 | 2 | 0.4 | -1 | 11 | -18[16.7 µM]
COc1cccc(C(=O)O/N=C(\N)CS(=O)(=O)c2ccccc2)c1 | -3 | -3 | 1 | 1 | / | -2 | / | -9
COc1ccc2c3c([nH]c2c1)[C@H](CO)N(C(=O)Nc1ccccc1F)CC31CN(C(=O)c2ccccc2F)C1 | 24 | / | / | -1 | 0.0 | / | -7 | /
Cc1c(Cl)cnc(NC(=O)CSc2n[nH]c(N)n2)c1Cl | -18 | 5 | 2 | 1 | / | -12 | 5 | -3

The closing two entries of the section before come first, to join the parts:
SMILES | RAD52 anneal inh | Cneo AK release | PglD inh | ERAP1 inh | E-selectin induc | RAD54 inh | PGC1a acetyl inh | miR-122 sensor
COc1ccc2c3c([nH]c2c1)[C@H](CO)N(C(=O)Nc1ccccc1F)CC31CN(C(=O)c2ccccc2F)C1 | 24 | / | / | -1 | 0.0 | / | -7 | /
Cc1c(Cl)cnc(NC(=O)CSc2n[nH]c(N)n2)c1Cl | -18 | 5 | 2 | 1 | / | -12 | 5 | -3
O=C(NC1CCCCCC1)c1ccc(N2CCCC2=O)cc1 | / | -5 | -2 | / | / | 11 | 3 | 3
CCCc1ccc(OCc2nc(-c3ccc(NC(=O)c4cccs4)cc3)no2)cc1 | / | -3 | 7 | / | / | 4 | -9 | 1
Cc1c(NS(=O)(=O)c2ccc3nc(COc4ccccc4Cl)[nH]c3c2)c(=O)n(-c2ccccc2)n1C | 0 | -2 | -3 | -1 | / | -6 | 7 | 2
COc1ccc(NC(=O)c2oc3ccc(S(=O)(=O)N4CCOCC4)cc3c2C)cc1 | 11 | 0 | -1 | 0 | 4.7 | -3 | / | 5
CC(C)CC(=O)Nc1ccc(C(=O)NNC(=O)C(c2ccccc2)c2ccccc2)cc1 | / | 0 | 3 | / | / | 0 | -12 | 1
COc1ccc(Cl)cc1NC(=O)c1cnccn1 | 9 | 4 | 0 | -1 | 0.9 | 9 | 23 | 7
CCc1nc(SCC(=O)NNC(=O)c2ccc(C)cc2)c2ccccc2n1 | -8 | 2 | 1 | -1 | 0.2 | -9 | / | /
CCOC(=O)C1CCCN(C(=O)C2CC(=O)N(c3ccc(C)cc3)C2)C1 (configuration not stated) | -10 | 0 | 4 | 1 | / | -1 | -7 | -8
COc1ccc(/C=C/C(=O)OC(C)CN2CCCCC2)cc1 (configuration not stated) | -10 | 4 | 0 | -3 | -0.2 | -4 | 7 | 0
Nc1nnc(SCC(=O)OCC(=O)Nc2ccc(Br)cc2)s1 | -19 | 3 | -1 | -4 | / | 5 | / | -9
CO[C@H]1CN(C)C(=O)c2ccc(NC(=O)Nc3c(C)noc3C)cc2OC[C@H](C)NC[C@H]1C | 4 | -1 | -2 | / | 0.2 | 7 | 17 | /
Cc1ccc(NC(=O)c2ccccc2)cc1C | -11 | 0 | 0 | -1 | -0.3 | 3 | 5 | 9
C[C@@H]1COC(=O)[C@@H](Cc2ccc(F)cc2)C/C=C\C[C@@H](CC(=O)N(CCO)Cc2ccccc2)C(=O)N1 | 4 | 3 | 1 | 0 | -0.2 | 3 | -15 | 0
O=c1c(Oc2ccccc2)coc2cc(O)cc(O)c12 | -15 | 0 | -1 | 1 | / | 0 | 6 | -2
O=C(CSc1nc(-c2cccs2)cc(C(F)(F)F)n1)NCc1ccco1 | / | -1 | 3 | / | / | -19 | -27 | 2
COC(=O)c1c(C)cc(O)c(C=O)c1O | / | 1 | 0 | / | / | -6 | -4 | 3
C[C@H]1CN([C@@H](C)CO)C(=O)c2cc(NC(=O)C3CC3)ccc2O[C@H]1CN(C)Cc1ccc(C(=O)O)cc1 | -13 | -1 | 8 | -2 | 1.5 | -1 | 2 | -3[16.7 µM]
Cc1nc(CSc2nnc(Nc3cccc(C)c3C)s2)cs1 | -11 | 4 | 5 | -4 | / | 5 | 4 | -3
CC(=O)N1CCSc2ccc(S(=O)(=O)Nc3cccc(C)c3)cc21 | 1 | -4 | -6 | -3 | / | -2 | 2 | 81
Cc1ccccc1C(=O)Oc1ccc(Br)cc1C(=S)N1CCCC1 | / | 4 | -6 | / | / | -5 | / | ?

In the list so far, these have a CF3 group.
SMILES | RAD52 anneal inh | Cneo AK release | PglD inh | ERAP1 inh | E-selectin induc | RAD54 inh | PGC1a acetyl inh | miR-122 sensor
C[C@@H]1CN([C@H](C)CO)C(=O)c2cc(NC(=O)Nc3ccc4c(c3)OCO4)ccc2O[C@H]1CN(C)Cc1ccc(C(F)(F)F)cc1 | 7 | -2 | 4 | 0 | 1.0 | 0 | 1 | -7[16.7 µM]
O=C(CSc1nc(-c2cccs2)cc(C(F)(F)F)n1)NCc1ccco1 | / | -1 | 3 | / | / | -19 | -27 | 2

The listing continues:
SMILES | RAD52 anneal inh | Cneo AK release | PglD inh | ERAP1 inh | E-selectin induc | RAD54 inh | PGC1a acetyl inh | miR-122 sensor
CCOc1ccc(NC(=O)C/C(C)=N/NC(=O)c2cnccn2)cc1 | -16 | 0 | 4 | 2 | / | 0 | / | 1
COc1cc(C(=O)NC(C)c2ccc3ccccc3c2)cc(Cl)c1O (configuration not stated) | -6 | 0 | 2 | -2 | 0.0 | -2 | -2 | -1
O=C(C[C@H]1CC[C@@H](NC(=O)C2CCOCC2)[C@H](CO)O1)Nc1nccs1 | -7 | 53 | -1 | 0 | 0.1 | 5 | 15 | /
Cc1c(Cl)cnc(NC(=O)COC(=O)Cc2coc3ccc4ccccc4c23)c1Cl | -72 | 0 | 1 | -2 | / | -12 | 5 | -3
CCCCn1c(N)c(N(CCOC)C(=O)c2ccc(Cl)c(S(=O)(=O)N3CCCCC3)c2)c(=O)[nH]c1=O | -10 | 1 | 0 | 7 | -0.3 | 3 | / | 12
C[C@@H]1CN([C@H](C)CO)C(=O)c2cc(-c3cccc(C(=O)N(C)C)c3)cnc2O[C@@H]1CN(C)C | -7 | -1 | 0 | -1 | -0.4 | 18 | 21 | -5[16.7 µM]
CCCN1C(=O)/C(=C/c2c(N3CCNC(=O)C3CC(=O)OCC)nc3c(C)cccn3c2=O)SC1=S (configuration not stated) | / | -2 | -1 | / | / | -156 | 2 | -3
Cc1ccccc1OCC(=O)N1CCN(C(=O)COc2ccccc2C)CC1 | -2 | 3 | 5 | -4 | / | -1 | 2 | -1
C[C@H](NC(=O)c1ccccc1)C(=O)OCC(=O)c1c[nH]c2ccccc12 | -10 | 1 | 0 | -2 | / | 16 | 9 | -5
O=C(CSc1ccc(-c2nc3ccccc3[nH]2)cn1)Nc1ccc(S(=O)(=O)NC2CC2)cc1 | 4 | -4 | -3 | -3 | -0.6 | 5 | 1 | -1
CC(C)C#Cc1ccc2c(c1)O[C@@H](CN(C)C(=O)CN(C)C)[C@H](C)CN([C@H](C)CO)S2(=O)=O | -1 | 9 | -5 | 3 | -0.2 | -7 | -13 | 2[16.7 µM]
O=C(Cn1cnc([N+](=O)[O-])c1)NCCc1ccccc1 | -11 | 3 | -1 | 4 | / | 3 | -3 | 2
CCOc1ccc(NC(=O)CCS(=O)(=O)c2ccc3c(c2)CCCN3C(C)=O)cc1 | / | 1 | -1 | / | / | 3 | -52 | 0
CCOc1ccc(NC(=O)c2ccc(N)cc2)cc1 | -24 | -2 | -2 | -2 | / | -7 | 7 | 0

2 entries from above, with two lines to a compound:
Results follow in this order: RAD52 anneal inh | Cneo AK release | PglD inh | ERAP1 inh | E-selectin induc | RAD54 inh | PGC1a acetyl inh | miR-122 sensor
CCCCn1c(N)c(N(CCOC)C(=O)c2ccc(Cl)c(S(=O)(=O)N3CCCCC3)c2)c(=O)[nH]c1=O
  -10 | 1 | 0 | 7 | -0.3 | 3 | / | 12
C[C@@H]1CN([C@H](C)CO)C(=O)c2cc(-c3cccc(C(=O)N(C)C)c3)cnc2O[C@@H]1CN(C)C
  -7 | -1 | 0 | -1 | -0.4 | 18 | 21 | -5[16.7 µM]
